Assay outcomes as filed in PubChem.
Yeast growth tox – yeast growth toxicity, wild-type and mutant, primary screen, cytotoxicity control for eIF2B function restoration project, wild-type and eIF2Bepsilon R284H mutant, A595. S. cerevisiae wild-type growth, A595 turbidity, 16 h. growth inhibition, % at 25 µM (by protocol). actives 0.3% (n = 30,000);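 active = mutant and wild-type yeast strains alike exhibit over 30% growth inhibition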;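 note: 0% = untreated cell controls and 100% = YPD media blanks without cells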
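System – wild-type and eIF2Bepsilon-R284H mutant S. cerevisiae, screened separately · Measured by – absorbance at 595 nm (turbidity) · Timing – 16 h compound exposure during growth at 30 °C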
eIF2B yeast act – GCN4-lacZ reporter reduction in eIF2B-epsilon mutant yeast, primary screen, S. cerevisiae, eIF2B-epsilon R284H, Beta-Glo luminescence. inhibition, % at 25 µM (by protocol). actives 0.91% (n = 27,000). AID 688, 2007;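 active = mutant luminescence inhibited past about 50% while wild type luminescence and mutant growth stay under set limits, limit read from the data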; note: some compounds called inactive have numbers as strong as hits
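Times: 16 h growth with compound at 30 °C, 90 min Beta-Glo step; Assay system: yeast eIF2B-epsilon R284H mutant carrying GCN4–beta-galactosidase fusion; Measure: % inhibition of reporter signal and growth versus controls; Dosing: one concentration, 25 µM, 0.25% DMSO; Buffer or medium: YPD yeast growth medium; Measured by: Beta-Glo luminescence plus absorbance at 595 nm.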
Yeast growth tox inhibition % – further read-out of Yeast growth tox, marked with its call; growth inhibition, %; S. cerevisiae eIF2Bepsilon-R284H mutant growth, A595 turbidity, 16 h;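 each compound tested once at 25 µM; 0% equals untreated cells and 100% equals cell-free medium blanks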
eIF2B yeast act mutant toxicity – second read-out of eIF2B yeast act, no call of its own (marks repeat the call); growth inhibition, %; measured here: mutant yeast growth, toxicity;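 each compound tested once at 25 µM; zero equals untreated control growth and 100 equals blank medium absorbance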
Starred values were filed as active, the others as inactive; . = not tested or not shown. Some of the compounds tested; the hit share may differ from the screen's.

Keys – A = Yeast growth tox; B = Yeast growth tox inhibition %; C = eIF2B yeast act; D = eIF2B yeast act mutant toxicity
1	O=C(c1csc2c1CCCCC2)N1CCC2(CC1)OCCO2
  A: 21.8; B: -7.1; C: 20.1; D: -7.1

2	CC12CN3CCN(C1)CC(C)(C3)C2=NO
  A: 19.6; B: 20.0; C: 21.6; D: 20.0

3	O=C(c1cccs1)c1cn(Cc2ccccc2Cl)c2ccccc12
  A: 9.6; B: 10.0; C: .; D: .

4	CCCNC(=O)c1c(N)n(Cc2ccco2)c2nc3ccccc3nc12
  A: 3.3; B: -9.5; C: 16.5; D: -9.5

5	COc1ccc(NC(=O)CN2C3CCC2CC(O)(c2cccnc2)C3)cc1OC (configuration not stated)
  A: 4.5; B: 12.9; C: 11.0; D: 12.9

6	C=CCn1c(O)c(C(=O)CCCCCC)c(=O)[nH]c1=O
  A: -4.5; B: 18.2; C: 0.2; D: 18.2

7	CCc1cc2c(N3CCN(C)CC3)ncnc2s1
  A: 13.1; B: -6.8; C: -5.8; D: -6.8

8	CN(CC1COc2ccccc2O1)c1nc(-c2cccnc2)nc2ccccc12 (configuration not stated)
  A: 4.7; B: -31.8; C: 16.4; D: -31.8

9	CCOP(=O)(C#CC(C)(C)C)C1(O)CCCCC1 (configuration not stated)
  A: 1.7; B: -20.0; C: 39.8; D: -20.0

10	C=COCCn1c(C)c(C(=O)OCC)c2cc(O)ccc21
  A: 0.2; B: -3.7; C: -11.8; D: -3.7

11	Cn1c(O)c(C=NCCOc2ccc(Cl)cc2)c(=O)n(C)c1=O
  A: .; B: .; C: 8.6; D: .

12	CCOC(=O)c1[nH]c(C)c(C(=O)N2CCC3(CC2)OCCO3)c1C
  A: 9.1; B: -11.1; C: 23.3; D: -11.1

13	O=C(c1cc(S(=O)(=O)N2CCOCC2)ccc1F)N1CCC2(CC1)OCCO2
  A: -0.9; B: 10.7; C: 0.3; D: 10.7

14	Nc1c(C(=O)NCc2ccco2)c2nc3ccccc3nc2n1CCN1CCOCC1
  A: -8.9; B: -19.1; C: 9.6; D: -19.1

15	N#Cc1cc2c(nc1SCC(=O)Nc1cc(Cl)cc(Cl)c1)C1CCN2CC1
  A: 17.0; B: -33.3; C: 26.1; D: -33.3

Later entries
Keys – A = Yeast growth tox; B = Yeast growth tox inhibition %; C = eIF2B yeast act; D = eIF2B yeast act mutant toxicity
16	CN1CCN(c2c(N)c(=O)oc3ccccc23)CC1
  A: 4.2; B: -2.9; C: -21.8; D: -2.9

17	CN(C)P(=O)(C(Cl)=C(N1CCCCC1)N1CCCCC1)N(C)C
  A: -2.0; B: -4.2; C: 58.4*; D: .

18	O=C(CCN1CCOCC1)NCC(=O)Nc1ccc(Br)cc1C(=O)c1ccccc1
  A: 0.9; B: 23.2; C: 27.1; D: 23.2

19	c1ccc2c(c1)CNc1ccccc1O2
  A: -11.8; B: 4.5; C: 56.5*; D: .

20	CC1(C)C2([N+](=O)[O-])CNCC1([N+](=O)[O-])CNC2
  A: .; B: .; C: -30.6; D: .

21	N=c1sc2c(n1Cc1ccccc1)CCCC2
  A: 19.5; B: 12.0; C: 20.7; D: 12.0

22	COC(=O)C1=C(N)Oc2c(c(=O)oc3ccccc23)C1c1cccnc1 (configuration not stated)
  A: 22.3; B: 7.7; C: .; D: .

23	CCC(=Nc1ccc(OC)cc1OC)c1c(O)[nH]c(=O)[nH]c1=O
  A: 6.0; B: 0.0; C: 19.5; D: .

24	CC(=NCC1CCCO1)c1c(O)n(-c2ccc(C)cc2)c(=O)[nH]c1=O (configuration not stated)
  A: -6.9; B: -5.0; C: 3.8; D: -5.0

25	COP(=S)(OC)SCN1C(=O)c2ccccc2C1=O
  A: -4.0; B: 8.6; C: 4.4; D: 8.6

26	O=C(c1ccco1)C12CN3CN(CN(C3)C1)C2
  A: 15.2; B: 17.9; C: 2.9; D: 17.9

27	CN1CCN(C(=O)COc2ccc(S(=O)(=O)NCc3ccccc3)cc2Cl)CC1
  A: 15.8; B: 10.3; C: .; D: .

28	O=c1[nH]c(CN2CC=C(c3ccccc3)CC2)nc2cc(C(F)(F)F)ccc12
  A: 11.3; B: -19.1; C: 15.7; D: -19.1

29	O=C(Cc1ccccc1)OCCN1CCCCC1
  A: 2.4; B: 10.7; C: .; D: .

30	[O-][n+]1onc2c1CCC1N(O)CCC21O (configuration not stated)
  A: 11.9; B: -9.5; C: 19.8; D: -9.5

Some of the entries so far, in transposed form:
(7) CCc1cc2c(N3CCN(C)CC3)ncnc2s1
(8) CN(CC1COc2ccccc2O1)c1nc(-c2cccnc2)nc2ccccc12 (configuration not stated)

| assay / entry | 7 | 8 |
| --- | --- | --- |
| Yeast growth tox | 13.1 | 4.7 |
| Yeast growth tox inhibition % | -6.8 | -31.8 |
| eIF2B yeast act | -5.8 | 16.4 |
| eIF2B yeast act mutant toxicity | -6.8 | -31.8 |

(list continues)
Keys – A = Yeast growth tox; B = Yeast growth tox inhibition %; C = eIF2B yeast act; D = eIF2B yeast act mutant toxicity
31	CN1CCC(N(C)Cc2cccnc2)CC1
  A: 8.9; B: 24.3; C: 24.8; D: 24.3

32	Cc1cc(N)n(C2CCN(C)CC2)n1
  A: 23.1; B: 14.8; C: 23.4; D: 14.8

33	CC(NC1CCCCC1)C(O)C12CC3CC(CC(C3)C1)C2 (configuration not stated)
  A: 6.8; B: 3.2; C: 17.7; D: 3.2

34	CC12CN3CC(C)(CN(C1)P3(=O)Oc1ccccc1)C2=O (configuration not stated)
  A: 11.6; B: 18.5; C: 13.6; D: 18.5

35	CCC1CN(C)CCC1(OC(C)=O)c1ccccc1 (configuration not stated)
  A: 2.0; B: -4.2; C: 13.0; D: -4.2

36	CCC(=NCCOc1ccc(Cl)cc1)c1c(O)n(C)c(=O)n(C)c1=O
  A: .; B: .; C: -16.8; D: .

37	CCOc1ccc(-c2cc(C(=O)N3CCC4(CC3)OCCO4)c3ccccc3n2)cc1
  A: -26.2; B: -19.1; C: 13.9; D: -19.1

38	Cc1ccc(P(=S)(c2ccc(C)o2)N2CCOCC2)o1
  A: 32.0; B: 19.6; C: 6.5; D: 19.6

39	CCC(=NCCO)c1c(O)n(-c2ccc(Cl)cc2)c(=O)[nH]c1=O
  A: -1.1; B: -8.3; C: 26.3; D: -8.3

40	C[N+]12CCC(CC1)C(C#N)(N1CCOCC1)C2 (configuration not stated)
  A: 15.0; B: 8.0; C: -26.2; D: 8.0

41	Nc1c(C(=O)NCCc2ccccc2)c2nc3ccccc3nc2n1CCN1CCOCC1
  A: 9.3; B: 5.8; C: 16.9; D: 5.8

42	CCOC(=O)C1=C(N)OC2=C(C(=O)CCC2)C12C(=O)Nc1ccccc12 (configuration not stated)
  A: 11.9; B: 0.0; C: 7.4; D: .

43	CC(c1ccccc1)n1cncc1C(=O)O (configuration not stated)
  A: 6.4; B: -36.7; C: -22.1; D: -36.7

44	CCN(CC)CCCN=Cc1c(O)n(CCc2ccc(OC)c(OC)c2)c(=O)[nH]c1=O
  A: 7.1; B: -10.3; C: 13.1; D: -10.3

45	Nc1c(C(=O)NCc2ccco2)c2nc3ccccc3nc2n1Cc1ccc(F)cc1
  A: .; B: .; C: -40.5; D: .

Further records follow:
Keys – A = Yeast growth tox; B = Yeast growth tox inhibition %; C = eIF2B yeast act; D = eIF2B yeast act mutant toxicity
46	Cc1ccc2c(c1)CC1(CN2C)C(=O)NC(=O)N(c2cccc(C)c2C)C1=O (configuration not stated)
  A: 5.4; B: 13.3; C: -4.8; D: 13.3

47	CCN(CC)CCN=C(C)c1c(O)n(-c2ccccc2OC)c(=O)[nH]c1=O
  A: 1.2; B: 4.5; C: 5.7; D: 4.5

48	CC(=NCCN1CCCCC1)c1c(O)n(-c2ccc(Cl)cc2)c(=O)[nH]c1=O
  A: 5.9; B: -4.5; C: 0.6; D: -4.5

49	Cc1cccn2c(=O)c3c(nc12)N1CCC(Cc2ccccc2)CC1C1(C3)C(=O)N(C)C(=O)N(C)C1=O (configuration not stated)
  A: 11.0; B: 4.0; C: 16.8; D: 4.0

50	COc1ccc(N=C(C)c2c(O)n(C)c(=O)n(C)c2=O)c(OC)c1
  A: 5.0; B: 10.3; C: 16.8; D: 10.3

51	Cc1ccccc1-c1nc(CS(=O)CC(=O)N2CCC3(CC2)OCCO3)c(C)o1 (configuration not stated)
  A: -0.3; B: 6.8; C: 29.1; D: 6.8

52	CC(=O)C1C2c3ccccc3OC1(C)N=c1s/c(=C/c3cnn(C)c3)c(=O)n12 (configuration not stated)
  A: 5.1; B: -4.8; C: 7.2; D: -4.8

53	Cc1nn(C2CCOC(C)(C)C2)c2c1C(c1ccc(OC(C)C)cc1)SCC(=O)N2 (configuration not stated)
  A: -7.2; B: 10.0; C: 0.8; D: 10.0

54	CCc1nc(N2CCNCC2)c(C#N)c2c1CSC(C)(C)C2
  A: 5.1; B: 3.6; C: 33.2; D: 3.6

55	CCOC(=O)C(O)(c1ccc(N(CC)C(=O)OC)cc1)C(F)(F)F (configuration not stated)
  A: -14.6; B: 7.1; C: .; D: .

56	CCOC(=O)c1cc(C)n(CCc2cnc[nH]2)c1C
  A: 2.9; B: -8.7; C: 18.2; D: -8.7

57	CC1(C)CN=C(Nc2ccccc2C(F)(F)F)S1
  A: 9.2; B: -3.5; C: 1.7; D: -3.5

58	Cc1ccc(S(=O)(=O)N2CCC(C(=O)N3CCC4(CC3)OCCO4)CC2)cc1
  A: 0.0; B: -7.7; C: -6.5; D: -7.7

59	COC(=O)c1ccccc1-n1c(C)nc2ccccc2c1=O
  A: 1.7; B: 8.9; C: 4.9; D: 8.9

60	COc1ccc(N2C(=O)CC(=O)NC2=O)cc1
  A: .; B: .; C: 32.5; D: .

Grouped by structure, the entries above with an NH in an aromatic ring (10)
Keys – A = Yeast growth tox; B = Yeast growth tox inhibition %; C = eIF2B yeast act; D = eIF2B yeast act mutant toxicity
6	C=CCn1c(O)c(C(=O)CCCCCC)c(=O)[nH]c1=O
  A: -4.5; B: 18.2; C: 0.2; D: 18.2

12	CCOC(=O)c1[nH]c(C)c(C(=O)N2CCC3(CC2)OCCO3)c1C
  A: 9.1; B: -11.1; C: 23.3; D: -11.1

23	CCC(=Nc1ccc(OC)cc1OC)c1c(O)[nH]c(=O)[nH]c1=O
  A: 6.0; B: 0.0; C: 19.5; D: .

24	CC(=NCC1CCCO1)c1c(O)n(-c2ccc(C)cc2)c(=O)[nH]c1=O (configuration not stated)
  A: -6.9; B: -5.0; C: 3.8; D: -5.0

28	O=c1[nH]c(CN2CC=C(c3ccccc3)CC2)nc2cc(C(F)(F)F)ccc12
  A: 11.3; B: -19.1; C: 15.7; D: -19.1

39	CCC(=NCCO)c1c(O)n(-c2ccc(Cl)cc2)c(=O)[nH]c1=O
  A: -1.1; B: -8.3; C: 26.3; D: -8.3

44	CCN(CC)CCCN=Cc1c(O)n(CCc2ccc(OC)c(OC)c2)c(=O)[nH]c1=O
  A: 7.1; B: -10.3; C: 13.1; D: -10.3

47	CCN(CC)CCN=C(C)c1c(O)n(-c2ccccc2OC)c(=O)[nH]c1=O
  A: 1.2; B: 4.5; C: 5.7; D: 4.5

48	CC(=NCCN1CCCCC1)c1c(O)n(-c2ccc(Cl)cc2)c(=O)[nH]c1=O
  A: 5.9; B: -4.5; C: 0.6; D: -4.5

56	CCOC(=O)c1cc(C)n(CCc2cnc[nH]2)c1C
  A: 2.9; B: -8.7; C: 18.2; D: -8.7
